# TCR act – Activators of T cell receptors: qHTS campaign. Potency, µM (series often up to 9.22 µM), without a hit: at the top dose activation of IL-2 secretion, usual class: activators. primary human leukocytes, anti-CD3, IL-2 HTRF, 48 h. 330,000 tested, under 10 active; also: % of control where 0% means no effect
#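 IL-2 produced over 48 hr by a-CD3 bead-stimulated primary human leukocytes exposed to compounds was detected with a homogeneous time-resolved FRET immunoassay, 665nm acceptor signal after 320nm excitation.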
# TRPV1 agonist – HTS Assay for Compounds that Act as Agonists of the Vanilloid Receptor 1. 320,000 tested, 0.19% active. TRPV1-expressing cells, Fluo-8 calcium influx, agonist mode. activation, % at 8.33 µM. AID 540275, 2011; in the data active = activation above about 80%; inconclusive = between about 30% and that limit; also: 0% is about no effect
# Target sequence (Q8NER1 whole entry, looked up): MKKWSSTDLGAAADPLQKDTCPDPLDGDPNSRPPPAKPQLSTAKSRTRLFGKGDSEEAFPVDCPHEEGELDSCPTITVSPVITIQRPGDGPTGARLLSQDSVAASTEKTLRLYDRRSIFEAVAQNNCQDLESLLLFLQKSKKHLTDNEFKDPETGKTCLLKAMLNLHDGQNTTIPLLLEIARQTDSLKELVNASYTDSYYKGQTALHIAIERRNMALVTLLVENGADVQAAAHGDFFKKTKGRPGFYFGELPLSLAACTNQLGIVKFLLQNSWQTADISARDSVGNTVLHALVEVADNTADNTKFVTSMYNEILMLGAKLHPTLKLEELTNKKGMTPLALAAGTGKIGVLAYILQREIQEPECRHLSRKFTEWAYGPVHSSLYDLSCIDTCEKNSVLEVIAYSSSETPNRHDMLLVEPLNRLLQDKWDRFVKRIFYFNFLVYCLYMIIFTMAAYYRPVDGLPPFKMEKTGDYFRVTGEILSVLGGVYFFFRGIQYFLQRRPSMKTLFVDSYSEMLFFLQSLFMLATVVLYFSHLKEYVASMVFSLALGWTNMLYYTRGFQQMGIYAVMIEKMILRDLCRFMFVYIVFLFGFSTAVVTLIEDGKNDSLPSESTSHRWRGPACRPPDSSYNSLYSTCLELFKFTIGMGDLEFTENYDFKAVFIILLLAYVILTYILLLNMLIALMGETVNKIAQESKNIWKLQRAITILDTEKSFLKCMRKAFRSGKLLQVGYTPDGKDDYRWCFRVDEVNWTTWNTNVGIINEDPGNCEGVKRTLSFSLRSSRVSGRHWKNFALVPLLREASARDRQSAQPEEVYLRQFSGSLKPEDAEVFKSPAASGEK
#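 Fluo-8 calcium influx in TRPV1-expressing cells, kinetic read (ex 480/em 520 nm). Compound added and read 3 min for agonist activity, followed by capsaicin at EC20 final and 2 min further read for enhancement.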
# ELG1 DNA repair – qHTS screen for small molecules that inhibit ELG1-dependent DNA repair in human embryonic kidney (HEK293T) cells expressing luciferase-tagged ELG1 | Potency, µM (doses to about 46.1 µM), for inactives: at the top dose activity change, negative = inhibition, usual class: inhibitors | 330,000 tested, 2.3% active | HEK293T ELG1-luciferase reporter, luminescence, 16 h; DNA damage induced by 5-fluorouridine | AID 504467, 2011; also: potency is read from the fitted curve at half-maximal effect; % is scaled to controls: 0 for no effect and ±100 for the full control effect; nearly all actives have a fitted effect of over 55% in size
#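 Luminescence from the luciferase reporter, measured 30 min after ONE-Glo reagent at room temperature, was the read-out. Beforehand, 2,000 cells per well were exposed for 16 hr at 37 °C to 5-fluorouridine together with compound or vehicle.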
# TSG101-PTAP inh – qHTS Assay for Iinhibitors of HIV-1 Budding by Blocking the Interaction of PTAP/TSG101. Fluorescence polarization, FITC-PTAP peptide / Tsg101 binding. Potency, µM (doses to about 115 µM), for inactives: at the highest dose activity change, negative = inhibition, most hits filed as inhibitors. 340,000 tested, under 10 active; active = well fitted inhibition curve with a large enough effect in the main read-out, with a control signal flat, not every such curve was filed as active; inconclusive = small, poorly fitted or top-dose-only effect, or effect the other way, or a change in a side signal; inactive = no such curve, though single readings can be large or run the other way; also: potency is read from the fitted curve at half-maximal effect; % of control where 0% means no effect
#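 Tsg101 binding domain (10 uM final) was mixed with compound and a FITC-labeled PTAP peptide (50 nM final) in HEPES pH 7.5 buffer with NaCl, Tween 20, EDTA and TCEP; fluorescence polarization was read after 20 min at r.t.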
# BRCA1 expr act – qHTS Assay to Identify Small Molecule Activators of BRCA1 Expression. MCF7-BRCA1-FFLuc reporter, luminescence, 48 h; response scale: scaled: vehicle 0%, 10 µM genistein 100%. AID 624202, 2012. 380,000 tested, 1.1% active. Potency, µM (doses to about 46.1 µM), for inactives: at the top dose activation, actives largely listed as activators; also: potency is read from the fitted curve at half-maximal effect; nearly all actives have a fitted effect of over 80% in size; some results filed as inactive show a strong effect at the top dose
#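 Compounds are tested at multiple concentrations on MCF7 BRCA1-luciferase reporter cells seeded at 2000 per well; after 48 h, a single luminescence end-point is taken and curves fitted to the normalized data.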
# Integrin act MD – qHTS for Activators of Integrin-Mediated Alleviation for Muscular Dystrophy; alpha7betagal myoblasts, beta-gal FDG fluorescence, 48 h; Potency, µM (series often up to 38.3 µM), inactives show top-dose activation, most hits filed as activators; 350,000 tested, 0.064% active;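 also: potency is read from the fitted curve at half-maximal effect; 100% = response of the positive control SU9516; nearly all actives have a fitted effect of over 60% in size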
#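 Alpha7betagal+/- myoblasts (passage 13) were plated 16-24 hr, then exposed to compounds (1:260 dilution of DMSO stock) for 48 hours at 37C. After MPER lysis, β-galactosidase reporter activity was read as FDG fluorescence (ex 480/em 540) after 30 minutes.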
# A-T KAP1 phos – qHTS Assay for Identifying a Potential Treatment of Ataxia-Telangiectasia | […] A-T fibroblasts, KAP-1 phosphorylation AlphaLISA; neocarzinostatin DNA damage 30 min before lysis | Potency, µM (doses to about 57.5 µM), without a hit: at the highest dose activation, most hits filed as activators | 320,000 tested, 0.19% active | AID 485349, 2010; also: potency is read from the fitted curve at half-maximal effect; % of control where 0% means no effect; nearly all actives have a fitted effect of over 45% in size
#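 ATM-like activity read as KAP-1 phosphorylation via AlphaLISA donor/acceptor antibody pairs after lysis and 6 hr at 25C. Cells were ATM-null patient fibroblasts ([…], hTERT), dosed 60 min, then exposed to the DSB inducer NCS for 30 min.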
# B2AR arrestin – qHTS assay of beta-arrestin-biased ligands of beta2-adrenergic receptor | beta-arrestin recruitment to beta2AR, cell-based reporter | Potency, µM (series often up to 46.1 µM), inactives show at the highest dose activation, actives largely listed as activators | 330,000 tested, 0.02% active;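 also: potency is read from the fitted curve at half-maximal effect; 0% = DMSO controls and full agonism = EC100 isoproterenol or metaproterenol; nearly all actives have a fitted effect of over 65% in size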
# MLL CXXC-DNA inh – qHTS Fluorescence Polarization Assay for Inhibitors of MLL CXXC domain - DNA interaction | Histone-lysine N-methyltransferase 2A (Homo sapiens), Q03164 | MLL-CXXC / FITC-HOXA9 DNA fluorescence polarization | Potency, µM (series often up to 115 µM), inactives show at the highest dose activity change, negative = inhibition, usual class: inhibitors | 290,000 tested, 0.037% active; active = well fitted inhibition curve with a large enough effect in the polarisation, with a control signal flat, not every such curve was filed as active; inconclusive = small, poorly fitted or top-dose-only effect, or effect the other way, or a change in a side signal; inactive = no such curve, though single readings can be large or run the other way; the % refers to the polarisation; also: potency is read from the fitted curve at half-maximal effect
#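 Steps: dispense CXXC domain solution (7 uM) → pin compounds or unlabeled HOX-A9 DNA control → 5 min ambient → add FLSN-HOX-A9 solution (50 nM) → spin → 30 min ambient → fluorescence polarization. Tris pH 7.5/NaCl/DTT/BSA buffer.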
# p53 reactivation – qHTS assay for re-activators of p53 using a Luc reporter. Potency, µM (titrated, usually from 92.2 µM), inactives show at the top dose activity change, positive = activation, usual class: activators. H1299 p53-A138V BP100-luciferase reporter, luminescence, 24 h. 320,000 tested, 0.063% active; also: potency is read from the fitted curve at half-maximal effect; % of control where 0% means no effect; nearly all actives have a fitted effect of over 45% in size
#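 H1299 (p53-null), stable ts p53-A138V + BP100-Luc; 1000 cells/well, Opti-MEM/10% FBS; cpd 4 pt, 1:5; 24 h, 37 deg C, 5% CO2; detection reagent 10 min RT; luminescence.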
# Numbers without * were called inactive; ? = inconclusive; nt = not tested or not shown; & = joins results of further samples; [ ] = remark or other dose. Unless noted, calls follow the shape of the dose curve; as a rule, active = well fitted curve in the direction sought with a large enough effect; inconclusive = small, poorly fitted or top-dose-only effect, or another doubt; inactive = no such curve, though single readings can be large; an effect the other way counts as inactive or inconclusive. Rows were taken by chance; any-hit rate near 3.8%.
SMILES | TCR act | TRPV1 agonist | ELG1 DNA repair | TSG101-PTAP inh | BRCA1 expr act | Integrin act MD | A-T KAP1 phos | B2AR arrestin | MLL CXXC-DNA inh | p53 reactivation
O=C(CCC(=O)c1cccs1)NCc1ccc(Cl)cc1 | -2% | 9 | 17% | -8% | -13% | -14% | 4% | 0.3% | 3% | 4%
COc1cccc(CNC(=O)CCC2CCCN(C(=O)CCc3c(C)noc3C)C2)c1 (configuration not stated) | 5% | 1 | -2% | -7% | 9% | -23% | 2% | -1.1% | 2% | -2%
CCCCCCCCCCCCCCCCn1cc[n+](CC(C)=O)c1 | -6% | -2 | 0% | -2% | -63% | -66%[inhibitor] | 2% | -0.1% | ? | 0%
O=C(CN1CCN(c2ccccc2O)CC1)Nc1cc([N+](=O)[O-])ccc1Cl | -1% | 2 | 1% | -4% | -5% | 5% | 4% | 0.0% | -2% | -1%
Nn1c(SCC(=O)Nc2ccccc2)nnc(Cc2ccccc2)c1=O | 8% | 5 | 16% | 1% | 20% | 12% | -3% | -0.8% | nt | -3%
O=c1[nH]c(CNCc2cccnc2)nc2ccccc12 | 5% | -2 | 3% | -13% | -4% | -3% | -2% | 0.4% | -6% | -1%
COc1cc(/C=N/NC(=S)NCCN2CCOCC2)cc(OC)c1O | 12%[46.1 µM] | 4 | 18% | -5% | -5% | ? | nt | -0.5% | 31%[activator] | -5%
CCCCCCC(=O)N/N=C(\C)Cc1ccccc1 | -4% | 9 | 6% | -1% | 0% | 8% | -1% | -0.8% | -4% | -6%
CC(C)C1N(c2ccccc2)C(N)=C(C#N)C1(C#N)C#N (configuration not stated) | 2% | 15 | -21% | -6% | -8% | -21% | -5% | 0.0% | 2% | -8%
CCc1cc2cccc(C)c2nc1SCC(=O)NC1CCCC1 | 8% | -5 | 16% | -1% | -14% | -10% | -5% | -0.6% | 2% | 3%
O=C(NC1CC2CCCC(C1)N2C1CC1)NC12CC3CC(CC(C3)C1)C2 (configuration not stated) | nt | -2 | 5% | nt | nt | nt | -5% | 0.4% | 6% | -4%
c1ccc(C2(CN3CCNC[C@@H]3CC3CCCCC3)CC2)cc1 | -3% | nt | 2% | 1% | 0% | -31% | -3% | 0.0% | nt | 8%
COc1ccc(CN(Cc2cc3cccc(C)c3n3nnnc23)C(=O)N2CCOCC2)cc1 | -4% | 10 | -7% | -1% | -7% | -18% | 2%[11.5 µM] | -0.1% | -9% | 0%
O=C1C(=C(c2ccccc2)c2ccccc2)Nc2ccccc21 | -2% | ? | ? | -2% | -69% | 11% | -3% | 0.0% | -11% | 9%
O=C(COC(=O)C1CCN(/C=C/C(=O)C(F)(F)F)CC1)Nc1cccc(F)c1 | 2%[46.1 µM] | ? | 4% | -2% | -1% | -25% | -4% | -0.6% | -2% | -3%
Cc1ccc(OCC(O)CN2CCc3ccccc3C2)c(C)c1 (configuration not stated) | -1% | 1 | 6% | -1% | -26% | -8% | -2% | 0.1% | 4% | 12%
O=C(CCCN1C(=O)c2ccccc2C1=O)OC1CSCC1NC(=O)c1ccccc1 (configuration not stated) | -1% | 3 | -25% | -6% | -2% | 0% | -10% | -0.2% | 16% | -6%
CN(C)c1ccc(/C=C/c2ccc3c4ccccc4ccc3[n+]2-c2ccccc2)cc1 | 17% | -2 | 1.5µM* | 0% | -83%&-57% | -21% | -3% | 0.4% | ? | -1%
O=C(CCc1c[nH]c2ccccc12)N1CCN(c2ccc(F)cc2)CC1 | -5% | ? | 3% | 1% | -15% | ? | -3% | -0.3% | 33%[activator] | -4%
O=C(Cn1nc(-c2ccc(N3CCOCC3)c([N+](=O)[O-])c2)c2ccccc2c1=O)N1CCCCC1 | 5% | 9 | 16% | -5% | 15% | -23% | 3% | 0.0% | -6% | 14%
CC(C)C[C@H](NC(=O)c1nc[nH]c1C(=O)N[C@@H](CCCCNC(=O)OC(C)(C)C)C(=O)OC(C)(C)C)C(=O)OCc1ccccc1 | -1% | -1 | ? | -10% | -65% | -34% | 1% | -0.6% | -8% | nt
CCOc1ccccc1NC(=S)NC(=O)C1CC1 | nt | -4 | 0% | -1% | -42% | -5% | 28% | -0.7% | -7% | -9%
Cc1ccc(C)n1-c1sccc1C(=O)O | -25% | 0 | -5% | -6% | 0% | -10% | -2% | 0.0% | ? | 7%
O=C(C1CCCCN1S(=O)(=O)c1ccccc1)N1CCN(Cc2ccccc2)CC1 (configuration not stated) | -4% | 1 | ? | 0% | -4% | 2% | -4% | -0.3% | 7% | -3%
O=[N+]([O-])c1cc(-c2ccn[nH]2)ccc1Cl | -3% | -3 | 8% | 0% | 23% | 33% | -3% | -0.1% | 12% | 2%
O=C(Nc1ccccc1Br)c1ccc2nccnc2c1 | -4% | -2 | ? | 1% | ? | ? | -2% | -0.1% | -7% | ?
O=C1CC(c2cccs2)Cc2nc(NC(=O)C3CC3)ncc21 (configuration not stated) | -3% | nt | 1% | -8% | -11% | 9% | 4% | 0.6% | 2% | -4%
O=[N+]([O-])c1cccc(CN(CCO)Cc2ccccc2)c1 | 1% | -1 | 17% | -6% | 6% | 14% | 8% | 0.0% | 1% | -1%
O=C(N[C@@H](Cc1ccccc1)C(=O)O)c1cccs1 | 1% | -2 | 14% | 0% | -4% | 9% | 5% | 0.5% | -3% | -4%
CCCOn1nnnc1-c1ccccc1 | -2%[46.1 µM] | 0 | 0% | 0% | -23% | -3% | 2% | -0.8% | 4% | 2%
CCn1c(CCNC(=O)c2cccs2)nnc1SCC(=O)Nc1ccc(Cl)cc1 | -3%[46.1 µM] | 1 | 6% | -5% | -2% | 0% | nt | -0.5% | -1% | -1%
O=C(Nc1ccc(NC(=O)c2ccco2)cc1)c1cnccn1 | 5% | 6 | ? | -2% | 13µM* | 0% | -9% | -0.2% | 2% | 26%
Cc1ccc(N2CC(C)Cn3c2nc2c3c(=O)[nH]c(=O)n2C)cc1C (configuration not stated) | 5% | 1 | 9.2µM* | -2% | -53% | -2% | -5% | -0.5% | 7% | -5%
Clc1ccc(CNc2ncccn2)cc1 | -4% | -2 | ? | -2% | 43% | ? | 20% | -1.4% | -4% | 12%
COc1cccc(-n2c(SCC(N)=O)nc3ccccc3c2=O)c1 | -7% | 2 | 14% | 9% | 9% | 0% | 0% | 0.0% | 55%[activator] | 12%
COc1cc2c(cc1OC)C(C(=O)N1CCN(c3ccccc3)CC1)C(c1cccs1)N(C)C2=O (configuration not stated) | 3% | 1 | 18µM* | 0% | 5% | -19% | 0% | -0.3% | -4% | -5%
O=C(C1=C(O)C(=O)N(Cc2ccco2)C1c1cccc(Cl)c1)c1ccco1 (configuration not stated) | -2% | 0 | -7% | -4% | 14% | 12% | 12% | -0.5% | -3% | -22%
COc1ccc(CCNC(=O)C2CC(=O)N(CCc3ccc(C)cc3)C2)cc1OC (configuration not stated) | -4% | 7 | -2% | -4% | 0% | -25% | -1% | -0.1% | 9% | 2%
